# p53 reactivation: mutant p53 re-activation in reporter cells; H1299 p53-A138V BP100-luciferase reporter, luminescence, 24 h; Potency, µM (highest dose often 92.2 µM), without a hit: at the highest dose activity change, positive = activation, hits mostly activators; actives 0.063% (n = 320,000); AID 504706; note: % of control where 0% means no effect; nearly all actives have a fitted effect of over 45% in size
#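 H1299 (p53-null), stable ts p53-A138V + BP100-Luc; 1000 cells/well, Opti-MEM/10% FBS; cpd 4 pt, 1:5; 24 h, 37 deg C, 5% CO2; detection reagent 10 min RT; luminescence.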
# RORgamma inh: blocks mouse ROR gamma transcriptional activity; Potency, µM (series often up to 53.6 µM), for the others: at the top dose activity change, negative = inhibition, hits mostly inhibitors; actives 5.4% (n = 310,000); Drosophila S2 Gal4-RORgamma UAS-luciferase reporter, 20 h; note: % is set by controls: 0 for no effect and ±100 for the full control effect; nearly all actives have a fitted effect of over 60% in size
#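 Stably transfected Drosophila Schneider cells are the test system, with ROR gamma fused to Gal4 and luciferase under UAS control; luminescence is read after 20 hr of 700 uM copper sulfate induction at ambient temperature.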
# ELG1 genotox: inducers of genotoxicity in HEK293T ELG1-luciferase cells. HEK293T ELG1-luciferase reporter, luminescence, 16 h. Potency, µM (series often up to 46 µM), for inactives: top-dose activity change, positive = activation, hits mostly activators. actives 1.3% (n = 330,000). AID 504466; note: % of control where 0% means no effect; nearly all actives have a fitted effect of over 60% in size
#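 Screening used a luciferase reporter fused to human ELG1 in HEK293T cells. Luminescence was read on a CCD plate imager after 16 hr exposure and 30 min ONE-Glo incubation.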
# BRCA1 expr up: activators of BRCA1 expression; MCF7-BRCA1-FFLuc reporter, luminescence, 48 h; response scale: scaled: vehicle 0%, 10 µM genistein 100%; Potency, µM (top dose mostly 46.1 µM), for the others: at the top dose activation, usual class: activators; actives 1.1% (n = 380,000); AID 624202; note: nearly all actives have a fitted effect of over 80% in size; some results filed as inactive show a strong effect at the top dose
#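 First, MCF7-BRCA1-FFLuc cells (2000/well) attach for 2 h; next, compounds are pin-added and incubated 48 h at 37 °C; finally, luciferase reagent is added and luminescence read after 15 min.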
# Rab9 promoter act: activates the Rab9 promoter | actives 2.8% (n = 320,000) | Potency, µM (highest dose often 9.22 µM), without a hit: top-dose activation, negative = inhibition, actives largely listed as activators | Huh7 Rab9 promoter-luciferase reporter, luminescence, 24 h; note: % of control where 0% means no effect; nearly all actives have a fitted effect of over 60% in size
#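 Luminescence from Amplite-detected luciferase (10 minutes, ambient) reports Rab9 promoter activation. Before that, stable Rab9-luciferase Huh7 cells (1500/well, reduced-serum OP-MEM I plus 10% FBS) were exposed to compound for 24 hours at 37C.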
# Gal4-VP16 FLuc: Gal4-VP16 reporter inhibition counter-screen; Drosophila S2 Gal4-VP16 UAS-luciferase, luminescence, 20 h; Potency, µM (top dose mostly 53.6 µM), without a hit: at the top dose activity, negative = inhibition, hits mostly inhibitors; actives 3.5% (n = 310,000);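 note: Gal4-VP16 expression switched on by copper sulfate through the metallothionein promoter; % is set by controls: 0 for no effect and ±100 for the full control effect; nearly all actives have a fitted effect of over 50% in size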
# FLuc counter: firefly luciferase modulation, counter-screen for miR-21 project. P08659. purified FLuc, Km substrates, luminescence inhibition. Potency, µM (titrated, usually from 57.5 µM), without a hit: at the highest dose activity change, negative = inhibition, usual class: inhibitors. actives 6.9% (n = 360,000);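 note: plate controls were vehicle for no effect and reference inhibitor for full effect; nearly all actives have a fitted effect of over 55% in size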
# Target sequence (P08659 whole entry, looked up): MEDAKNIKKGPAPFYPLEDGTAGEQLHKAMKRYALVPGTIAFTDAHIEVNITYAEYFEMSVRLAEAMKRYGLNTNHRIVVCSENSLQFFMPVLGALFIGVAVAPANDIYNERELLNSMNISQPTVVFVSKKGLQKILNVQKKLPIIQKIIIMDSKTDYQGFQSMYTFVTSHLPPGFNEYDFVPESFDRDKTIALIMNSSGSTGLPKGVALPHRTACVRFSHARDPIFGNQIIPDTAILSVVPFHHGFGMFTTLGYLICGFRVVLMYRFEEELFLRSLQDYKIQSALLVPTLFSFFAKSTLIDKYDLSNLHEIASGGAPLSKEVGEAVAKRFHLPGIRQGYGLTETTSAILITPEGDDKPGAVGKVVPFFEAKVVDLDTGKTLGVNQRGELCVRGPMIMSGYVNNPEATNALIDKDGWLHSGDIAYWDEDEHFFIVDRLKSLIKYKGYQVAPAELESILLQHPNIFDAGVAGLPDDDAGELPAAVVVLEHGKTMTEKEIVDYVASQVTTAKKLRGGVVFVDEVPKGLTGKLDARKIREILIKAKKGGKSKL
#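 Biochemical qHTS of compounds, final roughly 60 µM downward over six points, against 10 nM purified firefly luciferase using Km concentrations of substrates (10 uM D-luciferin, 10 uM ATP) in Tris acetate pH 7.5 buffer; luminescence output.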
# NPC1 promoter act: activators of NPC1 promoter; AID 485313; Potency, µM (titrated, usually from 9.22 µM), for inactives: at the top dose activation, hits mostly activators; actives 2.4% (n = 320,000); Huh7 NPC1 promoter luciferase reporter, 24 h;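 note: % of control where 0% means no effect; nearly all actives have a fitted effect of over 60% in size; reporter is driven by a mutant NPC1 promoter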
#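 Readout is luciferase luminescence, reflecting NPC1 promoter activation in stably transfected Huh7 cells after 24 h compound exposure at 37 °C in reduced-serum medium with 10% FBS.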
# MBNL1 CUG block: blocks human MBNL1 binding to CUG repeat RNA; Q9NR56; TR-FRET MBNL1-His/biotin-(CUG)12 binding, 665/545 ratio; Potency, µM (titrated, usually from 57.5 µM), without a hit: at the highest dose activity change, negative = inhibition, most hits filed as inhibitors; actives 0.036% (n = 280,000); active = well fitted inhibition curve with a large enough effect in the signal ratio, with a control signal flat, not every such curve was filed as active; inconclusive = small, poorly fitted or top-dose-only effect, or effect the other way, or a change in a side signal; inactive = no such curve, though single readings can be large or run the other way; the % refers to the signal ratio; note: % is set by controls: 0 for no effect and ±100 for the full control effect
# Target sequence (Q9NR56 whole entry, looked up): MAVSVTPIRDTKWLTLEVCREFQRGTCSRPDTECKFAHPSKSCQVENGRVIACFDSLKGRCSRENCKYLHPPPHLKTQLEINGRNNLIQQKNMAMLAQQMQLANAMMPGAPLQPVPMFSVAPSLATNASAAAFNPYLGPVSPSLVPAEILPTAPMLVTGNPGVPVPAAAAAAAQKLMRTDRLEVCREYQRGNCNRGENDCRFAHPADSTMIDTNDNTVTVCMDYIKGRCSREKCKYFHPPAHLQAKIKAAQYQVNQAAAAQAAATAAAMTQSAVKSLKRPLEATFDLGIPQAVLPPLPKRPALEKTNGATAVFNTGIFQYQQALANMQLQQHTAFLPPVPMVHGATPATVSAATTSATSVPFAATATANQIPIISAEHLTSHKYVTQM
#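 Compound titration spanned 92 nM–58 uM against the MBNL1-His/biotin-(CUG)12 complex. After 60 min at room temperature with 5 nM streptavidin-XL665 and 0.055 ng/ul terbium anti-His, ratiometric 665/545 nm emission (Ex 340 nm) normalized to controls.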
# MLL CXXC-DNA inh: blocks binding of human MLL CXXC domain to DNA | Potency, µM (series often up to 115 µM), for the others: at the highest dose activity change, negative = inhibition, hits mostly inhibitors | actives 0.037% (n = 290,000) | Q03164 | AID 2662 | MLL-CXXC / FITC-HOXA9 DNA fluorescence polarization; active = well fitted inhibition curve with a large enough effect in the polarisation, with a control signal flat, not every such curve was filed as active; inconclusive = small, poorly fitted or top-dose-only effect, or effect the other way, or a change in a side signal; inactive = no such curve, though single readings can be large or run the other way; the % refers to the polarisation
#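 Steps: dispense CXXC domain solution (7 uM) → pin compounds or unlabeled HOX-A9 DNA control → 5 min ambient → add FLSN-HOX-A9 solution (50 nM) → spin → 30 min ambient → fluorescence polarization. Tris pH 7.5/NaCl/DTT/BSA buffer.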
# uPA generation: cell surface uPA generation inhibition; Potency, µM (highest dose often 38.3 µM), for inactives: at the highest dose activity change, negative = inhibition, actives largely listed as inhibitors; actives 0.31% (n = 330,000); cell surface uPA generation assay, qHTS; active = well fitted inhibition curve with a large enough effect; inconclusive = small, poorly fitted or top-dose-only effect; inactive = no such curve, though single readings can be large or run the other way; tested in mouse RAW 264.7 cells; note: % is set by controls: 0 for no effect and ±100 for the full control effect; nearly all actives have a fitted effect of over 55% in size
# Starred values were filed as active, the others as inactive; ? = inconclusive; nt = not tested or not shown; [ ] = another dose, or the depositor's remark. Unless noted, calls come from the whole dose curve; as a rule, active = well fitted curve in the direction sought with a large enough effect; inconclusive = small, poorly fitted or top-dose-only effect, or another doubt; inactive = no such curve, though single readings can be large; an effect the other way counts as inactive or inconclusive. Potency is the fitted concentration of half-maximal effect.
SMILES,p53 reactivation,RORgamma inh,ELG1 genotox,BRCA1 expr up,Rab9 promoter act,Gal4-VP16 FLuc,FLuc counter,NPC1 promoter act,MBNL1 CUG block,MLL CXXC-DNA inh,uPA generation
COc1ccc(CN(C)C(=O)c2ccc(NS(=O)(=O)c3ccccc3)cc2)c(OC)c1,-13.6%,nt,4.8%,11.0%,-5.2%,nt,1.4%,-3.2%,nt,nt,12.9%
COc1ccccc1NC(=O)N1CCN(C(=O)Nc2ccccc2OC)CC1,-2.9%,4.8%,2.9%,3.2%,-1.4%,0.7%,0.7%,-3.6%,-6.3%,-25.7%,-1.0%
CC1CCCN(C(=O)c2ccc3ncsc3c2)C1 (stereo not given),0.6%,nt,-0.1%,1.9%,2.8%,nt,-2.8%,6.5%,nt,nt,3.4%
O=C(NCc1cccnc1)c1cc2nc(-c3ccc4c(c3)OCO4)cc(C(F)(F)F)n2n1,4.4%,-16.7%,-0.9%,-13.5%,-1.9%,0.3%,1.3%,-6.2%,3.4%,-6.5%,9.4%
CC(=O)c1cccc(NC(=O)Cc2cccs2)c1,1.9%,35.7%,3.3%,13.5%,29.6%,6.6%,?,23.8%,2.6%,-6.4%,nt
CCCN1C(=O)C(O)(CC(=O)c2cccc(OC)c2)c2ccccc21 (stereo not given),-5.4%,-17.3%,-1.9%,10.9%,-0.2%,14.1µM*,1.8%,0.9%,-3.7%,-0.5%,-9.7%
COc1ccc(Nc2nc(-c3cc4cccc(OC)c4oc3=O)cs2)cc1,11.2%,-2.4%,6.5%,62.2%,1.9%,-29.7%,-16.7%,-1.8%,-3.5%,19.6%,-2.2%
O=C(Nc1cccc(S(=O)(=O)NC2=NCCC2)c1)c1cc(-c2ccccn2)nc2ccccc12,-5.5%,-7.3%,-6.0%,3.7%,0.4%,9.2%,-1.2%,11.4%,30.9%[activator],0.4%,-23.0%
O=C(NCc1ccccn1)c1ccc(NS(=O)(=O)c2cccc(Cl)c2)cc1,-1.1%,5.3%,-4.4%,-11.0%,-0.7%,4.9%,-0.6%,-2.8%,-5.1%,-10.0%,7.1%
Cc1ccc(OCCCn2c(CO)nc3ccccc32)cc1,23.9%,25.9%,9.7%,?,?,1.3%,-1.6%[2.3 µM],18.4%,7.1%,2.4%,-9.4%
COc1ccccc1-c1ccc(=O)n(CC(=O)NCc2ccc3c(c2)OCO3)n1,6.0%,?,0.6%,2.2%,-0.2%,12.4%,-0.9%,-3.1%,5.8%,-4.9%,8.3%
CNC(=O)COC(=O)c1ccccc1Nc1ccccc1,0.5%,37.9%,13.1%,43.2%,22.6%,-1.6%,-12.7%,1.9%,5.6%,-2.4%,1.3%
Cc1ccsc1C(=O)OCC(=O)Nc1ccc(Cl)cc1C(F)(F)F,16.7%,5.3%,5.2%,22.9%,-2.2%,-8.1%,-1.9%,-0.7%,-9.0%,-1.2%,7.1%
Cc1ccc(S(=O)(=O)N2CCN(C(=O)c3cc4c(s3)CCC(C)C4)CC2)cc1 (stereo not given),2.2%,nt,2.0%,0.0%,-3.4%,nt,-0.3%,-5.8%,nt,nt,17.3%
Cc1ccn(CC(=O)N2CCCC(C(=O)c3cccc4ccccc34)C2)n1 (stereo not given),-1.1%,-0.2%,-2.3%,-16.5%,0.7%,17.8%,-0.3%,-1.6%,?,-2.3%,-2.0%
Cc1cccc(NC(=O)CSc2nnc(CNC(=O)c3ccco3)o2)c1,-5.4%,42.4%,4.4%,4.4%,0.4%,-0.7%,-0.1%,5.2%,-0.8%,-1.9%,-3.1%
CON(C)c1nc(OCC#N)nc(N(C)C)n1,0.3%,-12.6%,2.0%,-5.1%,-2.3%,0.2%,0.7%,0.9%,-13.1%,15.0%,0.9%
O=C(CN1C2=NCCN2c2ccccc21)c1ccc(Br)cc1,-8.9%,-20.7%,-8.6%,-38.6%,5.2%,0.0%,-1.9%,-1.6%,2.2%,-2.4%,-0.6%
CCOc1ccccc1N(CC(=O)N1CCC(C(N)=O)CC1)S(=O)(=O)c1ccc(SC)cc1,12.3%,17.6%,2.3%,-15.7%,3.8%,-3.2%,2.0%,-2.1%,-4.3%,-3.5%,2.5%
CC(C)CC(=O)N1CCN(C(=O)c2ccco2)CC1,-0.5%,7.1%,0.9%,3.8%,-5.4%,6.1%,1.4%,-0.1%,-7.7%,-0.4%,4.7%
COc1ccccc1CCNC(=O)C(=O)Nc1cc2c3c(c1)C(C)C(=O)N3CCC2 (stereo not given),-12.3%,nt,3.6%,-53.9%,-0.1%,nt,-10.3%,-2.7%,nt,nt,11.9%
CNC(=O)c1cnn(-c2nc(-c3ccc(OC)cc3)cs2)c1C(F)(F)F,3.6%,-6.3%,2.6%,-10.1%,-9.9%,5.8%,-4.7%,-3.1%,190.2%[activator],7.7%,?
COc1ccc(NC(C)=O)cc1NC(C)C(=O)Nc1ccc(F)c(F)c1F (stereo not given),1.1%,14.9%,4.4%,-10.3%,-2.6%,3.6%,2.1%,-2.7%,3.3%,3.4%,1.3%
COc1ccc(NC(=O)C(C)NS(=O)(=O)c2ccccc2)cc1Cl (stereo not given),-8.3%,-16.4%,0.1%,-22.1%,-0.1%,-5.0%,-2.8%,-4.0%,-5.2%,7.8%,4.3%
COC(=O)CN1C(=O)N/C(=C/c2ccc(OC)cc2)C1=O,7.1%,22.1%,3.7%,-14.7%,20.2%,-6.2%,-16.3%,0.3%,?,21.0%,6.0%
COc1ccc2oc(C(=O)c3ccccc3)c(NC(=O)CN3CCN(C)CC3)c2c1,-6.8%,?,5.0%,0.8%,-7.7%,?,3.4%,-1.7%,?,-5.8%,-3.8%
O=C(c1ccc2ccccc2c1)N1CCN(c2ccc(C(F)(F)F)cn2)CC1,-1.8%,-0.5%,-0.2%,-18.0%,0.0%,5.0%,-9.3%,-2.5%,13.4%,-28.4%,0.4%
O=c1c2cc(-c3ccccc3)sc2nc2n1N=C(c1cccs1)CS2,15.8%,?,?,47.4%,1.12µM*,7.5%,0.601µM*,3.16µM*,3.6%,nt,-9.5%
COc1ccc(/C=C(\NC(=O)c2ccccc2)C(=O)N2CCN(C)CC2)cc1,2.1%,-8.4%,6.5%,-24.0%,1.9%,1.3%,-1.0%,1.4%,-1.9%,0.9%,-2.8%
O=C(CSc1nnc(-c2ccccc2)c(-c2ccccc2)n1)NC1CCS(=O)(=O)C1 (stereo not given),-0.8%,14.3%,-5.4%,-13.7%,-6.9%,14.8%,-2.2%,4.8%,?,1.7%,-1.4%
COc1ccc(OCc2cc(C(=O)NCCCc3ccccc3)no2)c(Cl)c1,-3.6%,30.7%,-8.5%,-35.1%,4.8%,11.5%,?,-19.8%,5.0%,-3.2%,7.1%
CC(Sc1nnc(N)s1)C(=O)Nc1ccc2c(c1)OCO2 (stereo not given),-0.4%,nt,0.7%,-27.7%,2.9%,nt,-15.9%,0.7%,nt,nt,-1.8%
Cc1cc(NC(=O)CSc2nnc(-c3ccoc3C)n2N)no1,-4.5%,-1.2%,1.0%,3.3%,-5.4%,-3.5%,0.7%,-0.1%,17.7%,1.9%,6.4%
O=C(Nc1ccc(S(=O)(=O)N2C[C@@H]3C[C@@H](C2)c2cccc(=O)n2C3)cc1)c1ccc(F)cc1,-3.9%,nt,1.9%,8.8%,-0.5%,nt,-1.7%,-2.1%,nt,nt,-2.4%
COc1ccc(-c2csc(NC(=O)C3COc4ccccc4O3)n2)cc1OC (stereo not given),-3.1%,21.3%,-9.8%,-6.8%,-5.8%,-5.4%,-17.2%,0.7%,1.6%,6.2%,-9.2%
COc1cccc(N2CCN(CC(=O)Nc3ccccc3C(=O)NCCc3ccccc3)CC2)c1,19.7%,nt,0.4%,9.8%,3.55µM*,nt,nt,3.16µM*,nt,nt,8.6%
CN1CCN(S(=O)(=O)c2csc(C(N)=O)c2)CC1,7.4%,-7.6%,0.7%,5.6%,-2.4%,-3.6%,1.4%,-1.6%,0.9%,4.1%,4.8%
CSc1ccccc1NC(=O)c1cccs1,17.7%,0.3%,2.4%,14.0%,0.9%,11.9%,-7.3%,-8.6%,-1.0%,16.8%,1.0%
COc1ccccc1CCC(=O)NNC(=O)c1ccccc1,0.4%,-19.6%,6.1%,-2.4%,2.9%,2.8%,-1.7%,2.8%,-2.9%,16.4%,3.3%

# A portion of the library; the hit share may differ from the screen's.
